mIAP act = activators of mouse IAP, primary screen, biochemical, luminescence, uHTS; actives 0.24% (n = 330,000); intestinal alkaline phosphatase [Mus musculus]; activation factor at 10 µM; muIAP, CDP-Star luminescence, 30 min; active compounds read high; 1 = vehicle-only enzyme signal, 0 = enzyme-free wells;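 active = activation factor of at least 2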; note: the source names both 10 and 20 µM as test concentration; values of inactives mirror those of a sister screen read the other way
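Assay system: mouse IAP enzyme; reagent: chemiluminescent substrate CDP-Star; dosing: test compounds delivered from DMSO solution; schedule: 30 min at room temperature; measured by: luminescence from enzymatic CDP-Star hydrolysis; controls: DMSO-only wells and no-enzyme negative control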
NALP3 yeast inh = NALP3 inflammasome inhibitors in reconstituted yeast, primary screen, luminescence, uHTS; Yeast reconstituted NLRP3/ASC/caspase-1, beta-gal luminescence, 24 h; inhibition, % at 10 µM; actives 0.39% (n = 330,000);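 active = inhibition of 50% or more; inactive = inhibition below 50%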;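 note: plate controls were induced DMSO wells for no effect and uninduced yeast grown without galactose for full effect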
hIAP inh = human IAP inhibitors, primary screen, biochemical, luminescence, uHTS; Intestinal-type alkaline phosphatase (Homo sapiens), P09923; actives 0.12% (n = 330,000); inhibition, % at 10 µM; AID 2544, 2010; purified IAP, CDP-Star luminescence, 30 min;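 active = inhibition reaching a set limit with compound at 10 µM in the primary screen, cut at about 35% in these data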;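 note: plate controls were DMSO wells with enzyme for no effect and no-enzyme buffer wells for full effect; values of inactives mirror those of a sister screen read the other way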
Target sequence (P09923 whole entry, looked up): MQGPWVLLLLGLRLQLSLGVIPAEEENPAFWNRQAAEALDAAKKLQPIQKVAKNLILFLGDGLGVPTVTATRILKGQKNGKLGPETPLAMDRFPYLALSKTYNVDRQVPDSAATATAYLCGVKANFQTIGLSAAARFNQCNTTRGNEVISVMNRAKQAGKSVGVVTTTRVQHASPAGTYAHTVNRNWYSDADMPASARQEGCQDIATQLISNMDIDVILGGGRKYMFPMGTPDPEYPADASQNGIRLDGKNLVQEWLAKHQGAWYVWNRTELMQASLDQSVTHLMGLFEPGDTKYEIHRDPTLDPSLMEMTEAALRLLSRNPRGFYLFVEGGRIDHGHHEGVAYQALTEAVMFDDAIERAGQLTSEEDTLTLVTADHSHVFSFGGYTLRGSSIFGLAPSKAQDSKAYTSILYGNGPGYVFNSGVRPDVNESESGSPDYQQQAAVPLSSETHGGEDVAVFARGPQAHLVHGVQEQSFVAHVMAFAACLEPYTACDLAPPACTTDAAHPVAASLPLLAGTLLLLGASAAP
SENP1 inh = human SENP1 catalytic domain inhibitors, primary screen, biochemical, FRET, uHTS; Sentrin-specific protease 1 (Homo sapiens), Q9P0U3; recombinant SENP1 catalytic domain, CyPet-SUMO1-YPet FRET cleavage; inhibition, % at 10 µM; actives 0.21% (n = 360,000); AID 624204, 2012;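 active = inhibition at least 30% at 10 µM, raw YFP signal under a set limit, fluorescence ratio 0.5 to 1.5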;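 note: 0% = enzyme with DMSO and 100% = no enzyme wells; some results filed as inactive read as strong as hits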
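Assay system – human recombinant His6-tagged SENP1 catalytic domain enzyme · Input – SENP1 enzyme, 20 pM final · Buffer or medium – Tris pH 8 buffer plus EDTA, NaCl, BME, BSA, NP40, catalase · Schedule – 50 min reaction at room temperature · Technique – FRET read of cyan and yellow fluorescence · Control set – no-enzyme wells low, DMSO-plus-enzyme wells high control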
beta cell repl = inducers of MIN6 beta-cell proliferation, primary screen, ATP luminescence, uHTS; proliferation, % at 10 µM; MIN6 cells proliferation, ATPlite luminescence, 48 h; cells starved in 0.2% serum; 100% = growth in 10% serum; actives 0.29% (n = 330,000);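 active = compounds whose signal lies at least 3.5 SD above the mean of all wells on their plate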;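 note: 0% = DMSO-treated cells in low-serum medium and 100% = 10% serum control; some compounds called inactive have numbers as strong as hits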
mIAP block = inhibitors of mouse IAP, primary screen, biochemical, luminescence, uHTS; intestinal alkaline phosphatase [Mus musculus]; actives 0.2% (n = 330,000); purified mouse IAP, CDP-Star luminescence, 30 min; inhibition, % at 10 µM;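 active = inhibition of at least 40% at 10 µM in the primary screen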;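 note: plate controls were DMSO with enzyme for no effect and no enzyme wells for full effect; values of inactives mirror those of a sister screen read the other way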
APOBEC3A inh = APOBEC3A ssDNA deaminase inhibitors, primary screen, selectivity assay for APOBEC3G inhibitor project, biochemical, FAM/TAMRA oligo cleavage fluorescence | DNA dC->dU-editing enzyme APOBEC-3A (Homo sapiens), P31941 | recombinant A3A, FAM/TAMRA ssDNA deamination fluorescence | inhibition, % at 20 µM | actives 0.41% (n = 330,000) | AID 493011, 2011;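 active = at least 40% inhibition at 20 µM here, with at most 30% in a related deaminase screen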;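 note: plate controls were A3A with DMSO for no effect and wells lacking A3A enzyme for full effect; some results filed as inactive read as strong as hits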
A3G deaminase = APOBEC3G DNA deaminase inhibitors, primary screen, biochemical, fluorescence, single-stranded DNA substrate, uHTS; recombinant A3G, ssDNA deamination FAM/TAMRA fluorescence; inhibition, % at 20 µM; actives 0.28% (n = 330,000);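 active = inhibition of at least 40% at 20 µM, with no more than 30% in the related APOBEC3A deaminase screen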;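 note: plate controls were DMSO wells with A3G for no effect and wells lacking A3G enzyme for full effect; some compounds called inactive have numbers as strong as hits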
Target sequence (Q9HC16 whole entry, looked up): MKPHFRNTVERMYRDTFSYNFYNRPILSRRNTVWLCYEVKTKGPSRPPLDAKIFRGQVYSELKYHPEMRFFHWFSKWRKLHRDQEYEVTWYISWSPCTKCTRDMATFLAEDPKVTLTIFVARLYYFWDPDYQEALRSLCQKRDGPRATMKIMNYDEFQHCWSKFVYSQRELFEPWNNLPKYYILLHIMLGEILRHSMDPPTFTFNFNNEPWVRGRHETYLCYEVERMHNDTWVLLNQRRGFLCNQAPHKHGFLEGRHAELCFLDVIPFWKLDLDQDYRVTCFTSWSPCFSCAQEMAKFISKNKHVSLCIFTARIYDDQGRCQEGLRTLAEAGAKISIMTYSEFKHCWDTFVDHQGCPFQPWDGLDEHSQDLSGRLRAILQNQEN
hIAP act = human IAP activators, primary screen, biochemical, luminescence, uHTS | AID 2524, 2010 | Intestinal-type alkaline phosphatase (Homo sapiens), P09923 | activation factor at 10 µM | actives 0.16% (n = 330,000) | purified human IAP, CDP-Star luminescence, 30 min; active compounds read high; 1 = vehicle-only enzyme, 0 = enzyme-free background;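 active = activation factor of the enzyme at least 2-fold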; note: the source names both 10 and 20 µM as test concentration; values of inactives mirror those of a sister screen read the other way
* marks the source's active call; other numbers are inactive results. This is a subset, so the mix of outcomes need not match the whole.

SMILES | mIAP act | NALP3 yeast inh | hIAP inh | SENP1 inh | beta cell repl | mIAP block | APOBEC3A inh | A3G deaminase | hIAP act
NC(=O)CC[C@H](NC(=O)[C@H](Cc1ccccc1)n1c(=O)[nH]c2ccccc2c1=O)C(=O)N1CCC[C@H]1C(=O)O | 0.98 | 5 | -3 | 0 | -2 | 2 | 3 | 5 | 1
O=C(Cc1ccccc1)Nc1ccc(NC(=O)c2ccccc2)c(Cl)c1 | 1.1 | 30 | -6 | -2 | -1 | -11 | -3 | -4 | 1.1
CCOC(=O)c1sc(NC(=O)c2ccccc2F)c(C(N)=O)c1C | 1 | 20 | 9 | 0 | -2 | -5 | -2 | -4 | 0.91
CCOC(=O)N1CCC2(CC1)C(C(=O)C13CC4CC(CC(C4)C1)C3)C2(C#N)C#N (configuration not stated) | 0.93 | -1 | 12 | -91 | -1 | 7 | 1 | 4 | 0.88
CCOC(=O)c1c(-c2ccccc2)csc1NC(=O)COc1ccc2c(C)cc(=O)oc2c1 | 1.1 | 15 | 44* | 1 | 0 | -8 | 2 | 0 | 0.56
CC1CCCCC1NC(=O)C1CCN(S(=O)(=O)N2CCC3(CC2)OCCO3)CC1 (configuration not stated) | 0.98 | -9 | -3 | 3 | -1 | 2 | -1 | -3 | 1
CCN1C=C(C(=O)OC)C(c2cccc(OC)c2OC)C(C(=O)OC)=C1 | 1.1 | -14 | -7 | -31 | -3 | -7 | -4 | -10 | 1.1
Cc1ccccc1NC(=S)N(CCN(C)C)C(C)c1ccco1 (configuration not stated) | 1.1 | 2 | -13 | 5 | -2 | -10 | 3 | -11 | 1.1
CC(=O)C1=C(O)C(=O)N(C2CCCCC2)C1c1ccccc1 (configuration not stated) | 0.99 | -9 | -2 | -2 | 0 | 0 | 2 | 3 | 1
CN(C)CCN1C(=O)C(O)=C(C(=O)c2cc3ccccc3o2)C1c1ccc(N(C)C)cc1 (configuration not stated) | 1.1 | 2 | -1 | 31* | -2 | -6 | -6 | -11 | 1
O=C1CN(Cc2cc(=O)oc3cc4c(cc23)CCC4)CCN1 | 0.98 | 4 | -2 | -3 | -2 | 2 | -1 | -6 | 1
Cc1ccc(S(=O)(=O)N2CC=C(C(=O)NCc3ccc(F)cc3)CC2)cc1 | 0.99 | -5 | 1 | 0 | -6 | 1 | 0 | -3 | 0.99
O=C(CCN1C(=O)/C(=C/C=C/c2ccccc2)SC1=S)Nc1nc2ccccc2s1 | 0.79 | 16 | -4 | -7 | -4 | 21 | -2 | -7 | 1
O=C(CSc1ccccc1C(=O)O)NC12CC3CC(CC(C3)C1)C2 | 1 | 22 | -4 | 1 | 3 | -1 | 0 | -6 | 1
Cc1cc(NS(=O)(=O)c2ccc(NC(=O)NC(C)(C(F)(F)F)C(F)(F)F)cc2)no1 | 0.97 | 6 | -8 | 0 | -1 | 2 | 1 | -1 | 1.1
COc1ccc(OC)c(NC(=O)CSc2nnc(-c3cccnc3)s2)c1 | 0.92 | 5 | -2 | 0 | -3 | 8 | -3 | -7 | 1
COc1cc(C=C2C(=O)c3ccccc3C2=O)ccc1O | 0.73 | -23 | 32 | 3 | 5 | 27 | 2 | 3 | 0.68
N/C(=N/OS(=O)(=O)c1ccc([N+](=O)[O-])cc1)c1ccncc1 | 0.97 | -8 | -8 | 2 | -1 | 3 | -3 | -6 | 1.1
CCN(CC)c1ccc(C(=O)OCc2cc(=O)oc3cc(O)ccc23)cc1 | 1 | 9 | -36 | -20 | -5 | -4 | 1 | -2 | 1.4
COC(=O)C1=C(Nc2cc(Cl)cc(Cl)c2)CSC1 | 0.93 | -3 | -18 | 1 | -2 | 7 | -4 | 4 | 1.2
CCc1nnc(NC(=O)CSc2nnc(Cc3cccn3C)n2CCOC)s1 | 0.97 | 9 | 16 | -2 | 1 | 3 | -4 | -9 | 0.84
C/C(Cl)=C\Cn1c(NCCCn2ccnc2)nc2c1c(=O)n(C)c(=O)n2C | 0.95 | 7 | -3 | -1 | -1 | 5 | -6 | -4 | 1
CC(C)CNc1nc2c(c(=O)n(C)c(=O)n2C)n1Cc1cccc(Br)c1 | 1.2 | 8 | 2 | 1 | -1 | -22 | -6 | -4 | 0.98
COc1ccc(-c2cc(C(=O)NCc3cccs3)no2)cc1 | 1.1 | 7 | 12 | 0 | 1 | -6 | 1 | -6 | 0.89
Cc1c(C(=O)N2CCCCC2)c(S(=O)(=O)Nc2cccc(Br)c2)c(C)n1C | 0.93 | 1 | -4 | 0 | 6 | 7 | 1 | 2 | 1

Next compounds
SMILES | mIAP act | NALP3 yeast inh | hIAP inh | SENP1 inh | beta cell repl | mIAP block | APOBEC3A inh | A3G deaminase | hIAP act
O=C(N/N=C1\NC(=O)C(CO)(CO)S1)c1ccccc1 | 0.93 | 13 | -22 | -2 | 0 | 7 | -3 | -9 | 1.2
C(=N\n1c2ccccc2c2ccccc21)/c1ccccc1 | 0.94 | -1 | 4 | 2 | 0 | 6 | -3 | -5 | 0.95
Oc1ccc(-c2cn3c(n2)SCC3)cc1O | 0.39 | 14 | 6 | -2 | -5 | 61* | 3 | 59* | 0.94
Cc1ccc2nc(-c3cccc(-c4cccc(Cl)c4)c3)c(NCc3ccccc3)n2c1 | 1.1 | 15 | 5 | -39 | -8 | -9 | -7 | -8 | 0.95
CCOC(=S)SCC(=O)N1CCc2cc(OC)c(OC)cc2C1C1C(=O)CC(C)(C)CC1=O (configuration not stated) | 0.97 | -16 | -1 | 2 | 1 | 3 | -1 | 1 | 1
O=c1c(Br)c(N2CCOCC2)cnn1-c1ccccc1 | 1 | 11 | 1 | 5 | 1 | -3 | -2 | -10 | 0.99
CCOc1ccc(C=O)cc1CN1CCCCC1 | 0.99 | 5 | 9 | -1 | -2 | 1 | -2 | -3 | 0.91
CN(CC(=O)NCCc1ccccc1)S(=O)(=O)c1cccs1 | 1.1 | 13 | 17 | 3 | -3 | -10 | 0 | 4 | 0.83
O=[N+]([O-])c1cc(Cl)ccc1-c1nc(-c2ccncc2)no1 | 0.98 | 3 | 16 | 2 | -3 | 2 | -1 | -2 | 0.84
Cn1c(=O)c2c([nH]c(OCc3ccc(Cl)cc3Cl)[n+]2Cc2ccc(F)cc2)n(C)c1=O | 1.1 | 16 | 2 | 2 | -3 | -11 | -3 | -4 | 0.98
O=[N+]([O-])c1ccc(NNC(=S)Nc2ccc(F)cc2)cc1 | 0.62 | 23 | 33 | 10 | -4 | 38 | -3 | 0 | 0.67
O=C(O)C1CSC2(c3ccc4c(c3)OCCO4)CCC(=O)N12 (configuration not stated) | 1 | 13 | -4 | 1 | -2 | -2 | 1 | -1 | 1
Cc1noc(NS(=O)(=O)c2ccc(NC(=O)c3ccc(N4C(=O)c5ccccc5C4=O)cc3)cc2)c1C | 1 | -6 | -9 | 1 | -2 | -3 | 0 | -3 | 1.1
Cc1cc(-c2cccs2)c(C#N)c(=S)[nH]1 | 1.1 | 21 | -15 | 7 | -2 | -6 | -4 | 9 | 1.2
OCC[C@H]1C[C@H](O)[C@@H](O)[C@@]2(CCCc3ccccc3O2)O1 | 1.1 | 24 | -3 | 2 | -1 | -9 | -1 | -13 | 1
O=C(CCNC(=O)c1ccccc1Cl)NN1C(=O)NC2(CCCCC2)C1=O | 0.94 | 3 | 0 | 4 | 3 | 6 | -2 | -3 | 1
COc1ccc(/C=C(\C#N)C(=O)OC2CCOC2=O)cc1 (configuration not stated) | 1.1 | -1 | -18 | -13 | -1 | -6 | -4 | -10 | 1.2
COc1ccc(C2(C(=O)Nc3ccc(C(=O)N4CCOCC4)cc3)CCOCC2)cc1 | 0.99 | -1 | -13 | 0 | -1 | 1 | -3 | -6 | 1.1
Cc1cc(C)nc(NC(=O)Nc2ccc(F)cc2F)n1 | 0.91 | 28 | -19 | 1 | -3 | 9 | -4 | -8 | 1.2
CCOC(=O)c1ccc(NC(=S)NCCc2ccc(F)cc2)cc1 | 1.7 | 40 | -24 | 2 | -5 | -70 | -5 | -9 | 1.2
CCOC(=O)C1CCCN(C(=O)c2cc(-c3ccc(F)cc3)nc3ccccc23)C1 (configuration not stated) | 0.95 | 13 | 11 | -1 | -4 | 5 | -1 | -2 | 0.89
CNc1csc(C)c(C)c1=O | 1 | -6 | -18 | 3 | -2 | -3 | 34 | 9 | 1.2
O=C(CCNC(=O)c1ccccc1)Nc1cccnc1 | 1.1 | -4 | -10 | 2 | -1 | -13 | 1 | -11 | 1.1
CC1(C)CC(=O)C=C(Nc2ccc(S(N)(=O)=O)cc2)C1 | 1 | 2 | -20 | -36 | 0 | -3 | 1 | -2 | 1.2
CCCCCC(=O)N/N=C/c1ccco1 | 0.95 | 5 | -4 | 0 | -3 | 5 | 0 | -1 | 1

Further records follow.
SMILES | mIAP act | NALP3 yeast inh | hIAP inh | SENP1 inh | beta cell repl | mIAP block | APOBEC3A inh | A3G deaminase | hIAP act
Cc1nc2cc(-c3ccc(Cl)cc3)nn2c(C)c1CCC(=O)NCc1ccco1 | 0.89 | 37 | 17 | 3 | -3 | 11 | 0 | -2 | 0.83
Cc1ccc2c(c1)sc(=NC(=O)C1CC1)n2C | 0.96 | 16 | -2 | 2 | -3 | 4 | 2 | -5 | 1
CCOC(=O)c1cncc(C#CCO)c1 | 1 | 13 | -10 | 0 | -2 | -3 | -1 | -5 | 1.1
CC(=O)N1CCC(N(CCN2CCOCC2)C(=S)Nc2cccc(C)c2C)CC1 | 1 | 19 | 8 | 0 | 1 | -3 | 1 | -7 | 0.92
CSc1ccc(CNC(=O)C2CCC(=O)N(CCc3cccc(F)c3)C2)cc1 (configuration not stated) | 1.1 | 14 | -18 | -2 | -2 | -9 | 0 | -3 | 1.2
O=S(=O)(Nc1ccc(N2CCCCC2)cc1)c1cccc2cccnc12 | 0.88 | 15 | 4 | 3 | -2 | 12 | -3 | -4 | 0.96
C/C(=N\NC(=O)c1c(Br)c(C)nn1C)c1cccc(NC(=O)C2CCC2)c1 | 1.1 | 16 | -2 | 2 | -1 | -7 | 3 | 2 | 1
O=C(N/N=C/c1cccc([N+](=O)[O-])c1)c1ccc2nc[nH]c2c1 | 0.85 | 15 | 0 | 1 | -1 | 15 | -3 | -3 | 1

Bioassay records as filed in PubChem.
